# LYPLA2 inh: counter-screen for PME1 inhibitors: inhibitors of human LYPLA2; 0.38% of 320,000 active; inhibition, % at 5.9 µM; recombinant LYPLA2, FP-Rh probe fluorescence polarization;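 active = inhibition above the screen-wide mean plus 3 SD, limit set per campaign, cut at about 26% in these data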;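 note: 0% = LYPLA2 with DMSO and 100% = wells lacking LYPLA2 enzyme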
# Target sequence (O95372 whole entry, looked up): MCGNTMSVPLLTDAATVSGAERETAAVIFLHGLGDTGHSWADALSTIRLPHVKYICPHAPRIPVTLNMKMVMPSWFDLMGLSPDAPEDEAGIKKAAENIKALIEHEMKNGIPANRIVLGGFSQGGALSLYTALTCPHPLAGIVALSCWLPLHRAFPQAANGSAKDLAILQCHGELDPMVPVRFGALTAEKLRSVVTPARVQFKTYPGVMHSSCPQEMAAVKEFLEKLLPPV
# GSTO1 counter: GSTO1 inhibition, counter-screen for RBBP9 inhibitors | recombinant GSTO1, activity-based probe fluorescence polarization | inhibition, % at 5.96 µM | 1.1% of 300,000 active;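 active = inhibition above the campaign mean inhibition plus 3 SD, cut at about 35% in these data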;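 note: 0% = GSTO1-1 with DMSO and 100% = wells lacking GSTO1-1 enzyme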
# PME-1 inh: blocks human protein phosphatase methylesterase 1. inhibition, % at 5.9 µM. recombinant PME-1, FP-Rh probe fluorescence polarization. 0.53% of 320,000 active. Q9Y570;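 active = inhibition above the campaign mean of all compounds plus 3 SD, cut at about 26% in these data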;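 note: competitive labeling of PME-1 active site by serine hydrolase directed probe; 0% = PME-1 with DMSO and 100% = wells lacking PME-1 enzyme; inhibitors block probe labeling so polarization falls and inhibition rises; many of its hits are not listed in these tables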
# PAFAH1B3 FP inh: inhibitors of human PAFAH1B3; 0.28% of 340,000 active; AID 492972; recombinant PAFAH1B3, FP-rhodamine probe, fluorescence polarization; Q15102; inhibition, % at 3.39 µM;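 active = inhibition above the screen-wide average of all tested compounds plus 3 SD, cut at about 25% in these data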;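 note: 0% = enzyme with DMSO only and 100% = wells lacking PAFAH1B3 protein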
# Target sequence (Q15102 whole entry, looked up): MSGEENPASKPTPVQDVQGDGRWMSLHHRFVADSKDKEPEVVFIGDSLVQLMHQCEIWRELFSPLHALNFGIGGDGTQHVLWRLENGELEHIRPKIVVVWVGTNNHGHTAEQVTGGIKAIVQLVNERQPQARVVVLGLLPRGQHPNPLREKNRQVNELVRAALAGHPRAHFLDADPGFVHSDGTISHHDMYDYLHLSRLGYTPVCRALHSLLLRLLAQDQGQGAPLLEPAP
# PAD4 FP inh: blocks human protein arginine deiminase 4; Q9UM07; recombinant PAD4, RCA probe fluorescence polarization; inhibition, % at 6.36 µM; 0.41% of 330,000 active;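 active = percent inhibition above a cutoff equal to the mean of all tested compounds plus 3 SD, cut at about 15% in these data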;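 note: 0% = PAD4 with RCA probe and DMSO and 100% = probe without PAD4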
# pPAFAH inh: pPAFAH (human) enzyme inhibition. Q13093. recombinant pPAFAH, FP-rhodamine probe fluorescence polarization. inhibition, % at 3.39 µM. 1.5% of 330,000 active;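 active = inhibition above the mean inhibition across the screen plus 3 SD, cut at about 25% in these data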;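 note: inhibitors block binding of the rhodamine activity-based probe so polarization drops; 0% = enzyme with DMSO and 100% = wells lacking pPAFAH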
# PAFAH2 inh: PAFAH2 (human) inhibition. Q99487. recombinant PAFAH2, FP-rhodamine activity probe, fluorescence polarization. inhibition, % at 3.39 µM. 0.99% of 340,000 active. AID 492956;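 active = inhibition above the mean over all tested compounds plus 3 SD, cut at about 30% in these data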;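 note: inhibitors block probe labeling of enzyme so polarization drops; 0% = enzyme with DMSO and 100% = wells lacking PAFAH2 protein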
# LYPLA1 inh: LYPLA1 (human) inhibition in PME1 counter-screen. recombinant LYPLA1, FP-Rh probe fluorescence polarization. inhibition, % at 5.9 µM. 0.16% of 320,000 active. AID 2174;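 active = inhibition above the mean of all tested compounds plus 3 SD, set per campaign, cut at about 14% in these data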;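 note: inhibitors block serine hydrolase probe labeling of LYPLA1 so polarization falls; 0% = enzyme with DMSO and 100% = wells lacking LYPLA1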
# Target sequence (O75608 whole entry, looked up): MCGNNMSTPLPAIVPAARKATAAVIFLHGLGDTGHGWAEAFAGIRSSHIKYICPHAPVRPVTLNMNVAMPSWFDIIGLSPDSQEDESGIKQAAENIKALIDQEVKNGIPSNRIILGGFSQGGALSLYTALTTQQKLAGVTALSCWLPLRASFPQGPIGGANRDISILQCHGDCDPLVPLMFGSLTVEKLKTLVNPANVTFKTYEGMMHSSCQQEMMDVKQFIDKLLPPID
# PAFAH1B2 inh: inhibitors of human PAFAH1B2; P68402; recombinant PAFAH1B2, FP-rhodamine activity probe, fluorescence polarization; inhibition, % at 3.39 µM; 1.2% of 340,000 active; AID 492953;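 active = inhibition above the mean of all tested compounds plus 3 SD, cut at about 24% in these data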;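 note: 0% = enzyme with DMSO and 100% = wells lacking PAFAH1B2; many of its hits are not listed in these tables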
# Target sequence (P68402 whole entry, looked up): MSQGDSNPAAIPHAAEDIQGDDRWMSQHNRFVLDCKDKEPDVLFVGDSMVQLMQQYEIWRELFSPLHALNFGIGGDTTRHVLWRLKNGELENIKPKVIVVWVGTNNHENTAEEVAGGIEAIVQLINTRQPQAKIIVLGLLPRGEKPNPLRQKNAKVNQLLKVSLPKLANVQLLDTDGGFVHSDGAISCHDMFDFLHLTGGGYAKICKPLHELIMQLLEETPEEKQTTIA
# * hit, by the source's call; / = not tested or not shown. Some of the compounds tested, so the mix of outcomes need not match the whole.
# Under each structure: LYPLA2 inh	GSTO1 counter	PME-1 inh	PAFAH1B3 FP inh	PAD4 FP inh	pPAFAH inh	PAFAH2 inh	LYPLA1 inh	PAFAH1B2 inh
COCCN(C(=O)COC(=O)c1ccccc1Nc1ccccc1)c1c(N)n(Cc2ccccc2)c(=O)[nH]c1=O
    -2	8	7	6	-1	11	0	2	-3
CC(=O)Nc1nc(C=C(Cl)Cl)cs1
    -2	13	0	5	-2	14	7	0	6
Cc1ccc(-n2nc(C(=O)NN)c(C)c(C#N)c2=O)cc1Cl
    4	7	-1	14	-1	5	1	3	6
CCOC(=O)C1=C(CSc2nc3ccccc3s2)NC(=O)NC1c1cccc([N+](=O)[O-])c1 (stereo not given)
    0	6	-3	1	-1	3	6	-3	2
COCCN(C(=O)c1cc(Cl)ccn1)c1c(N)n(Cc2ccccc2)c(=O)[nH]c1=O
    -1	/	5	3	-2	-2	-3	-1	5
O=C(N/N=C1\CCSC1)c1cc(Cl)ccc1O
    -9	8	-5	7	0	12	12	-4	5
Cc1cccc(-n2ncc3c2CCCC3NC(=O)CCCN2CCCCC2=O)c1C (stereo not given)
    -8	2	-2	0	-1	-6	-6	-5	-1
CC(=O)Nc1cccc(NC(=O)c2cccc(OCc3ccccc3)c2)c1
    -9	-14	-6	-5	-4	-4	-1	-11	1
Cc1ccc(S(=O)(=O)N2CCOCC2)c(C)c1-n1cnnn1
    2	3	10	11	4	0	-1	4	-1
O=C(Nc1ccccc1)c1c(F)c(F)c(F)c(F)c1F
    -3	1	4	1	-6	2	1	2	1

# (next part)
# Under each structure: LYPLA2 inh	GSTO1 counter	PME-1 inh	PAFAH1B3 FP inh	PAD4 FP inh	pPAFAH inh	PAFAH2 inh	LYPLA1 inh	PAFAH1B2 inh
C/C(=N\NC(=O)COc1cc(C)cc(C)c1)c1ccc(N2CCOCC2)cc1
    5	2	-1	3	2	2	-2	0	0
CC(C)c1nnc(NC(=O)C2c3ccccc3Oc3ccccc32)s1
    -6	-10	-4	3	1	3	-3	-4	5
CCCn1c(SCC(=O)NC(C)c2ccccc2)n[nH]c1=O (stereo not given)
    3	3	-1	1	0	3	4	-2	2
Cc1ccc(C)c(NC(=O)COc2coc(CN3CCc4ccccc43)cc2=O)c1
    4	3	2	6	0	7	-1	-2	1
O=C1CCC(C(=O)N2CCCC2)CN1CCc1cccc(F)c1 (stereo not given)
    -2	7	-3	9	0	1	11	-4	3
Cn1c(=O)cc(Nc2ccccc2)c2c(=O)n(-c3ccccc3)c(=O)n(-c3ccccc3)c21
    1	-2	4	6	-3	4	12	1	4
CNC(=O)/C(C#N)=C/c1ccc(-c2ccccc2[N+](=O)[O-])o1
    0	-7	0	-4	-3	5	4	1	-1
COC(=O)c1c(NC(=O)C2Cc3ccccc3C(=O)O2)sc2c1CCCC2 (stereo not given)
    1	-4	-2	-5	-1	-2	-3	-3	-3
COc1ccc(CCNC(=O)c2cc(S(=O)(=O)N3CCOCC3)ccc2F)cc1
    1	/	5	4	3	3	-1	-1	4
CC(C)NS(=O)(=O)c1ccc(OCC(=O)N2CCCC2)cc1
    5	4	4	-3	-3	13	-4	1	4

# Additional records follow:
# Under each structure: LYPLA2 inh	GSTO1 counter	PME-1 inh	PAFAH1B3 FP inh	PAD4 FP inh	pPAFAH inh	PAFAH2 inh	LYPLA1 inh	PAFAH1B2 inh
CC(C)CNC(=O)CN1c2cccc3cccc(c23)S1(=O)=O
    -2	0	8	4	-3	2	-7	0	3
CCc1ccccc1NC(=O)CN1CCN(C(=O)CN2C(=O)NC3(CCCC3)C2=O)CC1
    2	/	-2	-5	4	0	1	1	1
Cc1ccc2c(C(=O)CSc3ccccc3)c(C)[nH]c2c1
    -13	-8	-14	-2	-4	-1	-19	-7	-3
CC1(C)CNC(=O)C=C(c2ccccc2)C1
    -5	-4	-3	0	0	0	5	-2	-1
COc1ccc(C(=O)N2CCN(C3CCN(Cc4ccccc4)CC3)CC2)cc1OC
    -3	-1	4	-8	-6	-4	3	2	2
CS(=O)(=O)N1CCN(c2ccccc2NC(=O)c2cccnc2Cl)CC1
    -5	8	-5	-3	2	-1	8	-3	3
Cc1ccc(SCc2cc(=O)c3c(=O)n(-c4ccccc4)[nH]c3[nH]2)cc1
    3	-101	3	14	2	46*	25	0	25*
COc1cccc(/C=N\NC(=O)c2sc(N)nc2C)c1OC
    6	-1	9	6	0	1	3	-2	-5
Cc1c(OCC(=O)NC(Cc2ccc(Cl)cc2)C(=O)O)ccc2c1oc(=O)c1ccccc12 (stereo not given)
    2	-29	5	8	0	-2	3	-5	0
CCOC(=O)C1CCN(C(=O)c2ccccc2NC(=O)c2ccc(Br)cc2)CC1
    -9	-4	2	2	-3	5	11	0	5

# Additional compounds
# Under each structure: LYPLA2 inh	GSTO1 counter	PME-1 inh	PAFAH1B3 FP inh	PAD4 FP inh	pPAFAH inh	PAFAH2 inh	LYPLA1 inh	PAFAH1B2 inh
O=C(CNC(=O)c1ccc(Cl)cc1Cl)OCCOc1ccccc1F
    /	/	/	1	-1	2	3	/	2
Cc1cccc(NS(=O)(=O)c2csc(C(N)=O)c2)c1C
    -9	-4	-5	2	-1	27*	-3	-2	-6
Cc1cccc(NC(=O)Nc2ccc(C)c(C)c2)n1
    4	2	4	6	-1	4	3	5	1
Cc1nc2ncc(Br)cc2[nH]1
    3	1	2	6	-2	0	2	1	2
Cc1ccc(N2C(=O)C3C4C=CC(CNC(=S)Nc5ccc(Cl)cc5)(O4)C3C2=O)cc1 (stereo not given)
    1	2	5	-6	0	6	-5	-5	-3
O=[N+]([O-])c1ccc(S(=O)(=O)N2CCC3(CC2)OCCN3S(=O)(=O)c2cccs2)cc1
    2	15	9	7	2	3	3	2	22
Cc1cc(C)c(C)c(S(=O)(=O)N2CCNCC2)c1C
    -6	8	-9	5	-1	0	-1	0	4
CCOC(=O)N1CCN(C(=O)c2nc3ccccc3s2)CC1
    3	7	-4	13	5	-6	1	2	-1
Cc1cc(OCC#N)nc(N)n1
    4	3	3	-7	-1	1	5	-1	2
COc1ccc(C(=O)COC(=O)C2COc3ccccc3O2)cc1F (stereo not given)
    /	/	/	6	1	2	8	/	6

# (listing goes on)
# Under each structure: LYPLA2 inh	GSTO1 counter	PME-1 inh	PAFAH1B3 FP inh	PAD4 FP inh	pPAFAH inh	PAFAH2 inh	LYPLA1 inh	PAFAH1B2 inh
COc1ccc(CCNC(=O)CCSc2nc(-c3ccco3)cc(C(F)(F)F)n2)cc1
    -7	11	-6	-8	-5	5	5	-1	6
COc1ccccc1NC(=O)c1cccc(S(=O)(=O)N2CCN(Cc3ccccc3)CC2)c1
    10	3	-1	-1	0	3	-3	0	1
O=[N+]([O-])c1ccc(-c2nc3ccc([N+](=O)[O-])cc3[nH]2)cc1
    -3	-7	3	5	-2	6	7	1	-1
CCC(C)(C)NC(=O)c1ccc2c(c1)S(=O)(=O)c1ccccc1C2=O
    5	-4	-1	3	0	6	-1	5	3
Cc1ccc(C)c(NC(=O)NC2CCCCCCC2)c1
    2	-2	3	6	2	3	0	3	5
CCc1nc(N)c(C#N)c(-c2cccc3ccccc23)c1C
    -1	3	-1	0	1	1	5	1	-1
CC1CCCCC1NC(=O)Cn1nnc2ccccc2c1=O (stereo not given)
    8	2	1	1	-2	2	0	4	0
O=C(NCc1n[nH]c(=S)n1-c1ccccc1)c1ccc(S(=O)(=O)N2CCCCC2)cc1
    7	8	-3	5	-2	4	-4	3	16
COc1ccccc1CN1C[C@@H]2C[C@@H](c3cccc(C)c3)N3CCC[C@@]23C1=O
    5	-4	1	/	-3	5	/	0	/
O=C(Nc1ccc(Cc2ccncc2)cc1)C1CCC(N2C(=O)C3CC=CCC3C2=O)CC1 (stereo not given)
    6	5	-3	4	2	2	1	0	8

# Additional structures
# Under each structure: LYPLA2 inh	GSTO1 counter	PME-1 inh	PAFAH1B3 FP inh	PAD4 FP inh	pPAFAH inh	PAFAH2 inh	LYPLA1 inh	PAFAH1B2 inh
c1ccc(-c2noc(-c3ccno3)n2)nc1
    3	12	4	3	5	4	8	1	-2
Cc1onc(-c2ccccc2)c1-c1ccnn1S(=O)(=O)c1ccc(Cl)cc1
    -10	0	1	-1	-6	12	1	-5	10
CN(Cc1ccc(O)cc1)C1CCCCC1
    3	-2	0	7	-6	4	-2	1	3
Cc1ccc(Nc2nc(N)nc(CN3CCN(c4ccccc4)CC3)n2)cc1Cl
    -5	-2	5	1	-1	5	-1	-6	0
CCC(C)[C@H](NC(=O)[C@@H]1Cc2ccccc2CN1C(=O)OC(C)(C)C)C(=O)NCC1CCC(C(=O)O)CC1 (stereo not given in full)
    2	-5	1	8	-3	-5	8	2	0
COc1cc(C(=O)N[C@@H](C)C(=O)NCc2ccco2)cc(OC)c1OC
    -2	-1	2	6	3	-2	0	-5	-1
Cc1ccc(OCc2ccc(C(=O)Nc3ccc(S(N)(=O)=O)cc3)o2)cc1
    -7	4	-4	3	-3	2	5	-3	2
O=C(Cn1nc(C(=O)O)c2ccccc2c1=O)Nc1cc(S(=O)(=O)N2CCOCC2)ccc1Cl
    /	/	/	2	-3	-4	1	/	4
O=C(c1ccco1)C(O)c1ccco1 (stereo not given)
    1	4	-3	9	3	6	1	8	6
CCSc1nc2c(c(=O)[nH]c(=O)n2C)n1CC(O)COc1ccccc1 (stereo not given)
    8	25	4	14	-5	2	-11	1	6

# An excerpt from above in order of molar mass, low to high:
# Under each structure: LYPLA2 inh	GSTO1 counter	PME-1 inh	PAFAH1B3 FP inh	PAD4 FP inh	pPAFAH inh	PAFAH2 inh	LYPLA1 inh	PAFAH1B2 inh
O=C(c1ccco1)C(O)c1ccco1 (stereo not given)
    1	4	-3	9	3	6	1	8	6
CN(Cc1ccc(O)cc1)C1CCCCC1
    3	-2	0	7	-6	4	-2	1	3
Cc1ccc(C)c(NC(=O)NC2CCCCCCC2)c1
    2	-2	3	6	2	3	0	3	5
O=[N+]([O-])c1ccc(-c2nc3ccc([N+](=O)[O-])cc3[nH]2)cc1
    -3	-7	3	5	-2	6	7	1	-1
CCc1nc(N)c(C#N)c(-c2cccc3ccccc23)c1C
    -1	3	-1	0	1	1	5	1	-1
CC1CCCCC1NC(=O)Cn1nnc2ccccc2c1=O (stereo not given)
    8	2	1	1	-2	2	0	4	0
CCC(C)(C)NC(=O)c1ccc2c(c1)S(=O)(=O)c1ccccc1C2=O
    5	-4	-1	3	0	6	-1	5	3
COc1cc(C(=O)N[C@@H](C)C(=O)NCc2ccco2)cc(OC)c1OC
    -2	-1	2	6	3	-2	0	-5	-1
CCSc1nc2c(c(=O)[nH]c(=O)n2C)n1CC(O)COc1ccccc1 (stereo not given)
    8	25	4	14	-5	2	-11	1	6
Cc1ccc(OCc2ccc(C(=O)Nc3ccc(S(N)(=O)=O)cc3)o2)cc1
    -7	4	-4	3	-3	2	5	-3	2
Cc1onc(-c2ccccc2)c1-c1ccnn1S(=O)(=O)c1ccc(Cl)cc1
    -10	0	1	-1	-6	12	1	-5	10
Cc1ccc(Nc2nc(N)nc(CN3CCN(c4ccccc4)CC3)n2)cc1Cl
    -5	-2	5	1	-1	5	-1	-6	0
O=C(Nc1ccc(Cc2ccncc2)cc1)C1CCC(N2C(=O)C3CC=CCC3C2=O)CC1 (stereo not given)
    6	5	-3	4	2	2	1	0	8
O=C(Cn1nc(C(=O)O)c2ccccc2c1=O)Nc1cc(S(=O)(=O)N2CCOCC2)ccc1Cl
    /	/	/	2	-3	-4	1	/	4
CCC(C)[C@H](NC(=O)[C@@H]1Cc2ccccc2CN1C(=O)OC(C)(C)C)C(=O)NCC1CCC(C(=O)O)CC1 (stereo not given in full)
    2	-5	1	8	-3	-5	8	2	0

# Screening results as filed in PubChem.
